MT1-MMP txn act – MT1-MMP promoter transcription activation | HT1080 MT1-MMP promoter luciferase reporter, luminescence, overnight; stronger effect = higher value | activation factor at 10 µM | 86,000 tested, 0.16% active | AID 750;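 active = activation factor of at least 2 for MT1-MMP transcription at 10 µM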
CYP2C9 activ – increases human cytochrome P450 2C9 activity; P11712; recombinant CYP2C9, luciferin-H conversion, luminescence; stronger effect = higher value; factor 1 = untreated enzyme, 0 = blocked; activation factor at 5 µM; 96,000 tested, 1.4% active;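 active = activation factor of 2 or more for CYP2C9 at a 5 µM dose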;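 note: 0 = sulfaphenazole-blocked wells and 1 = vehicle-only wells; values of inactives mirror those of a sister screen read the other way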
Target sequence (P11712 whole entry, looked up): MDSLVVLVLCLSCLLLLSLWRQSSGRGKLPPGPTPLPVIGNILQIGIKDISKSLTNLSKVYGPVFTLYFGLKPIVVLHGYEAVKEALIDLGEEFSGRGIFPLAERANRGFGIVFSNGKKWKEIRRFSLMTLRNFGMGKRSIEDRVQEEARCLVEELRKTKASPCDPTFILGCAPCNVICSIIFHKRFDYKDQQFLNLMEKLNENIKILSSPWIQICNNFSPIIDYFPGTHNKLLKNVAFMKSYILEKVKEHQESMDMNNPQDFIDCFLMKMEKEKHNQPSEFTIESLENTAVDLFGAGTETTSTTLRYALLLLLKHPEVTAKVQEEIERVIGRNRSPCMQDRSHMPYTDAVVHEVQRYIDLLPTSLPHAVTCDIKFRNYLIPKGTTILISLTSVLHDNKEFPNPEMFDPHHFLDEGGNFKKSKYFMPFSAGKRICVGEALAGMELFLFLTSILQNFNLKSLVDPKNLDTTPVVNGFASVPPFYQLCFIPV
CYP2C19 activ – increases human CYP2C19 enzyme activity. recombinant CYP2C19, luciferin-H EGE luminescence; stronger effect = higher value; 0 = fully inhibited enzyme, 1 = untreated enzyme. activation factor at 5 µM. 96,000 tested, under 10 active;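 active = activation factor of at least 2 at 5 µM in the primary screen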;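 note: 0 = wells with 2.5 mM tranylcypromine and 1 = vehicle-only wells; values of inactives mirror those of a sister screen read the other way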
CYP2C9 inh – inhibitors of human CYP2C9 | CYP2C9 Supersomes, luciferin-H conversion, luminescence | inhibition, % at 5 µM | 96,000 tested, 20% active | AID 777;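 active = blocking of liver enzyme CYP2C9 beyond about 50% at 5 µM, limit read from the data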; note: values of inactives mirror those of a sister screen read the other way
CD11b adhes enh – increases human CD11b/CD18 adhesion to fibrinogen. K562 CD11b/CD18 adhesion to fibrinogen, ATPlite luminescence. 93,000 tested, 0.07% active. activation, % at 10 µM. P05107+P11215;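 active = 10 µM primary screen giving 50% or more activity, confirmed by 40% or more on retest at that dose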; note: strong numbers were not always called active; reference of the scale not given here
PTK2B oligo ant – antagonists of human Pyk2 oligomerization | Q14289 | Q293 cells, Pyk2 FERM NanoBiT luminescence; stronger effect = lower value | z-score (the deposit names both 25 µM and 10 µM) | 99,000 tested, 0.83% active;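 active = Z-score of -3 or lower, scaled per plate to the spread of control and sample wells; inactive = z-score above -3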;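 note: negative z-score means lost luminescence so less FERM oligomerization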
CYP2C19 inh – inhibitors of human CYP2C19; 96,000 tested, 21% active; inhibition, % at 5 µM; AID 778; P33261; CYP2C19 Supersomes, luciferin-H EGE luminescence, 30 min;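 active = CYP2C19 inhibition above a set limit at 5 µM in the primary screen, cut at about 50% in these data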;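 note: plate controls were negative control wells for no effect and 2.5 mM tranylcypromine positive control for full effect; values of inactives mirror those of a sister screen read the other way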
CD11b adhes inh – CD11b/CD18-fibrinogen binding inhibition; inhibition, % at 10 µM; 93,000 tested, 0.54% active; K562 CD11b/CD18 adhesion to fibrinogen, ATPlite luminescence; Mn2+ added to activate the integrin; AID 1497;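 active = primary inhibition of 50% or more at 10 µM, then 40% or more on retest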; note: some results filed as inactive read as strong as hits
PLAP activator – human PLAP activation | purified PLAP enzyme, luminescent substrate read-out; stronger effect = higher value | activation fold at 20 µM | 96,000 tested, 1.2% active | AID 696; in the data active = activation fold above about 2
Target sequence (P05187 whole entry, looked up): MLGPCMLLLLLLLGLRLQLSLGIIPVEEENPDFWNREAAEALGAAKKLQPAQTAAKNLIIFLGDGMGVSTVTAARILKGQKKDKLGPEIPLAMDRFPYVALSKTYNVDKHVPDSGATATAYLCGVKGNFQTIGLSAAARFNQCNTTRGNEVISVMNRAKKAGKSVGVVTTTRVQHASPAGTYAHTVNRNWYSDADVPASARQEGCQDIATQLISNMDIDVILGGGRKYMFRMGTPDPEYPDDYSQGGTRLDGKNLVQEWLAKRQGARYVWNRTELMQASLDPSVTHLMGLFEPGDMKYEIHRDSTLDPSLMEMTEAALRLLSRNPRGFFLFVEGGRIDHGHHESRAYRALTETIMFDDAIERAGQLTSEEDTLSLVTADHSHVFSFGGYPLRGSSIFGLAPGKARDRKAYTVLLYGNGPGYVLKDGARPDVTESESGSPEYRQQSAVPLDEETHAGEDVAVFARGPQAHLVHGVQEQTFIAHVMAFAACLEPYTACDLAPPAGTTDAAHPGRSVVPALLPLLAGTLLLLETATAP
Starred values were filed as active, the others as inactive; . = not tested or not shown.

SMILES	MT1-MMP txn act	CYP2C9 activ	CYP2C19 activ	CYP2C9 inh	CD11b adhes enh	PTK2B oligo ant	CYP2C19 inh	CD11b adhes inh	PLAP activator
CCCN(CCC)C(=O)CC(c1ccccc1)c1ccc(C)cc1O (centres undefined)	1	0.5	0.6	52*	2	-2.3	43	-19	1.5
COC(=O)C1=C(C)Nc2ncnn2C1c1ccccn1 (centres undefined)	1.1	1.2	1	-21	0	-0.06	0	1	1.3
N#C/C(=C\c1ccccc1)c1n[nH]c(Cn2cncn2)n1	.	0.7	0.8	27	2	0.27	23	-2	0.9
CC(=O)c1c(C)nn(C(=O)c2cccs2)c1C	1.1	0.6	0.8	36	-7	.	20	10	0.9
CC(C)(C)CC(=O)N1CCC(c2nc3c(nnn3Cc3c(F)cccc3Cl)c(=O)[nH]2)CC1	0.9	0.2	0.5	82*	-2	-0.93	52*	9	1.2
COc1ccc2c(C)nc(Nc3nc(C)cc(C)n3)nc2c1	1.1	0.9	1	6	0	-0.34	1	-13	1.2
COc1ccccc1-c1c(C#N)c(SCC(=O)N2CCCC2)nc(C)c1C(N)=O	1.1	1	1.1	2	1	.	-7	-13	0.9
Cc1cc(NC(=O)CSc2nnc(COc3cccc(C)c3C)n2C)no1	1	1.1	1	-6	-1	1.3	-4	5	1
NC(=O)c1c(NC(=O)c2ccccc2)sc2c1CCc1ccccc1-2	1.6	1.1	0.9	-7	-1	-2.7	7	-1	0.9
Oc1c(Cl)cc(Cl)cc1CNc1ccc(Br)cn1	1.1	0.9	1.1	14	-2	0.79	-5	-3	0.9
CSc1nnc(-c2ccccc2)c(=O)[nH]1	1.1	0.8	1	22	1	0.22	-1	3	1
O=C1N/C(=N\N=C\c2ccccn2)SC1Cc1cccc(SC(F)F)c1 (centres undefined)	.	1.5	0.9	-47	.	-1.6	8	.	1.4
COc1ccc(-n2ccnc2SCC(=O)Nc2ccccc2)cc1	1.1	0.4	0.4	60*	.	-0.43	60*	.	1.1
O=C(Nc1ccccc1)C1CC(=O)N(c2ccc3c4c(cccc24)CC3)C1 (centres undefined)	.	0.4	1	62*	0	-1.2	3	4	1.3
Cn1c(NC(=O)C2c3ccccc3Oc3ccccc32)cc(=O)n(C)c1=O	1.2	0.9	0.8	15	4	-0.09	23	-45	1
COc1ccc(F)cc1S(=O)(=O)N1CC(C)CC(C)C1 (centres undefined)	1	0.8	0.4	23	-4	-0.41	65*	-8	1
O=C(COC(=O)c1ccco1)NCc1cccs1	1.1	0.9	0.6	6	1	-0.01	38	-13	1
c1ccc(-c2cnc(-c3cccnc3)o2)cc1	1.5	0.9	0.6	6	2	2.5	42	4	1
Cc1ccc(C2=CC(c3ccc(N(C)C)cc3)n3nnnc3N2)cc1 (centres undefined)	1.3	0.3	0.2	65*	-5	.	78*	-11	1.1
CCc1nnc(NC(=O)C2CCN(c3nccc(C)n3)CC2)s1	1	0.6	1	38	1	-0.45	-3	-13	1.2
O=C1CCCCCN1C(=O)c1cccc(C(=O)N2CCCCCC2=O)c1	1.3	1	0.9	0	0	1.5	11	-12	1
COc1ccccc1-c1ccc(C(=O)O)o1	1.3	0.9	0.8	6	2	0.54	25	-12	0.9
c1ccc2nc(-c3ccc(N4CCOCC4)cc3)ccc2c1	.	1.5	0.6	-45	-8	-1.1	41	78	0.9
CN(CC(=O)NCc1ccncc1)S(=O)(=O)c1ccccc1	1.1	0.2	0.1	83*	-4	0.44	94*	2	0.8
O=C(NCCN1CCOCC1)c1ccccc1-c1ccccc1	1.1	0.9	0.9	14	-1	3.1	15	-5	1.2
CCCCSc1nc(C)cc(SCC(=O)N/N=C/c2cccc(OC)c2O)n1	.	0.4	0.7	64*	.	-0.77	33	.	1.1
Cc1ccc(/C=C/c2nnc(-c3ccc(C)cc3)o2)cc1	.	0.6	0.8	40	.	-0.28	16	.	1.1
O=C(N/N=C/c1ccc2c(c1)OCO2)/C(=C/c1ccc2c(c1)OCO2)NC(=O)c1ccccc1	.	1	1	-3	1	-0.83	-5	-16	0.9
CCCCSC1(SCCCC)N=C(N)C2(C#N)C(c3ccccc3)NC(C)=C(C)C12C#N (centres undefined)	1.1	0.9	0.4	15	-3	1.1	57*	7	1
Fc1ccc(-c2nc3n(n2)Cc2ccccc2-3)cc1	0.3	0.9	0.5	12	1	-1.4	49	12	1
COc1ccc(Cl)cc1N(CC(=O)Nc1ccccc1C(=O)NCc1ccco1)S(C)(=O)=O	1	0.5	0.5	51*	0	-1.3	46	10	1.6
CCCCCc1c(C)c(C#N)c2nc3ccccc3n2c1-n1ccnc1C	.	0.9	1	7	-4	0.32	-1	7	1
CC1C(C#N)=C(N)OC2=C1C(=O)CC(C)(C)C2 (centres undefined)	1.1	0.9	0.9	11	-3	-0.46	8	9	1.1
CC(=O)c1ccc(NC(=O)c2cc3nc4c(c(C(F)(F)F)n3n2)CCCC4)cc1	.	1	1.1	1	56	.	-10	-4	1.1
CCCN1C(=O)c2cc(C(=O)NCc3cccs3)ccc2C1O (centres undefined)	1.2	0.9	1	15	-3	.	3	-10	0.8
Cc1ccc(NC(=O)C(=O)NC(C)C2COc3ccccc3O2)cc1 (centres undefined)	.	1	0.9	-2	.	1.7	5	.	1.2
Cc1nn(C)cc1CN(C)C(=O)c1cc2nc(-c3ccco3)cc(C(F)(F)F)n2n1	1.3	1	0.8	2	-4	-1.3	16	-5	1.3
COCCOC(=O)C1=C(C)NC(=O)N(C(C)=O)C1c1ccc(Cl)cc1 (centres undefined)	1.3	0.3	0.4	66*	18	-1.6	58*	8	1
CCOc1ccccc1CN1C(=O)c2ccccc2C1C(=O)NCC1CCCO1 (centres undefined)	1.2	1.1	0.9	-6	-2	0.27	8	-11	0.9
CCOC(=O)C1=C(c2ccccc2)N=C2SCC(=O)N2C1c1ccc(OC)c(OC)c1 (centres undefined)	1.2	0.8	0.9	21	-3	0.12	10	3	1.6

Complete entries, quoted from the list:
O=C(NCCN1CCOCC1)c1ccccc1-c1ccccc1 as listed: MT1-MMP txn act = 1.1; CYP2C9 activ = 0.9; CYP2C19 activ = 0.9; CYP2C9 inh = 14; CD11b adhes enh = -1; PTK2B oligo ant = 3.1; CYP2C19 inh = 15; CD11b adhes inh = -5; PLAP activator = 1.2
Cc1ccc(/C=C/c2nnc(-c3ccc(C)cc3)o2)cc1 as listed: MT1-MMP txn act = .; CYP2C9 activ = 0.6; CYP2C19 activ = 0.8; CYP2C9 inh = 40; CD11b adhes enh = .; PTK2B oligo ant = -0.28; CYP2C19 inh = 16; CD11b adhes inh = .; PLAP activator = 1.1

Going on with the list.
SMILES	MT1-MMP txn act	CYP2C9 activ	CYP2C19 activ	CYP2C9 inh	CD11b adhes enh	PTK2B oligo ant	CYP2C19 inh	CD11b adhes inh	PLAP activator
COc1ccccc1C(=O)Nc1nc(-c2ccc(S(=O)(=O)N3CCOCC3)cc2)cs1	0.8	0.5	0.7	47	23	-1.9	34	60	1.7
CCN1CCN(S(=O)(=O)c2ccc3c(c2)OCCO3)CC1	1.2	1.1	0.8	-6	1	-0.15	17	3	1
CCNC(=S)NN(c1ccccc1)c1ccccc1	.	0.6	0	44	-1	1.2	96*	7	1.1
Cc1cccc(Nc2nc(N)nc(CN3CCN(c4ccccc4)CC3)n2)c1	1.2	0.3	0.5	67*	0	-0.15	53*	2	1.6
O=C(O)c1cc(-c2ccccc2)n(-c2ccccc2C(=O)O)n1	1	1.1	1	-12	3	-0.43	1	3	0.9
CCN(CC1COc2ccccc2O1)C(=S)Nc1ccccc1 (centres undefined)	.	0.6	0.4	42	-4	-0.63	56*	24	0.9
CCOC(=O)N1CCN(C(=O)c2csc3c2CCCCC3)CC1	1.2	0.2	0.4	76*	-3	-0.18	55*	-17	1.6
CCN(Cc1cc2ccccc2[nH]c1=O)S(=O)(=O)c1ccccc1	1	0.4	0.2	59*	4	-0.07	81*	-16	0.9
COc1cc(C2C(C(=O)c3ccc(C)o3)=C(O)C(=O)N2CCc2ccccc2)ccc1O (centres undefined)	1.1	0.9	1	5	3	-0.4	-2	9	1
CC(=O)c1cccc(NC(=O)Cc2ccc3c(c2)CCCC3)c1	.	2.6*	0.8	-164	.	-0.7	17	.	0.9
Cc1[nH]c(=O)[nH]c(=O)c1S(=O)(=O)N1CCCC(C(=O)NCCc2ccc(Cl)cc2)C1 (centres undefined)	.	0.9	1	10	-6	1.4	3	-9	1
O=c1cc(N2CCc3ccccc3C2)[nH]c(=O)n1-c1ccccc1Cl	.	0.9	0.9	13	5	.	12	7	1.1
CN(C)S(=O)(=O)c1ccc(N2CCCC2)c(C(=O)Nc2ccc(N3CCOCC3)cc2)c1	1.1	0.6	0.8	40	-3	0.99	22	-7	1.2
O=C1c2oc3ccc(F)cc3c(=O)c2C(c2ccncc2)N1CCN1CCOCC1 (centres undefined)	1.1	1.1	1.1	-8	2	.	-13	-3	1.1
COc1ccc(N(C(=O)CNC(=O)c2ccco2)C(C(=O)NC2CCCCC2)c2ccco2)cc1 (centres undefined)	1.1	0.9	0.9	10	-4	-0.61	11	-6	1
COc1ccc(-c2csc3nc(C)n(-n4cccc4)c(=O)c23)cc1	1.2	0.7	0.9	26	-1	-0.01	9	-4	1
Cc1nc(N2CCOCC2)c2oc3ccccc3c2n1	1	1.1	1.1	-8	4	-0.89	-11	-2	1
O=C(COC(=O)C1CCCN1C(=O)c1cccs1)Nc1ccc2c(c1)OCO2 (centres undefined)	1.2	0.5	0.7	46	-2	-0.36	31	-2	0.9
O=S(=O)(c1ccccc1)N1CCN(S(=O)(=O)N2CCCCC2)CC1	1.2	0.8	1	16	3	-0.83	4	-12	1.2
CCCOc1ccc(S(=O)(=O)NCc2ccc(OC)cc2)cc1	1.1	0.8	0.4	23	1	0.68	58*	14	0.7

Of the compounds above, these have a COOH group:
SMILES	MT1-MMP txn act	CYP2C9 activ	CYP2C19 activ	CYP2C9 inh	CD11b adhes enh	PTK2B oligo ant	CYP2C19 inh	CD11b adhes inh	PLAP activator
COc1ccccc1-c1ccc(C(=O)O)o1	1.3	0.9	0.8	6	2	0.54	25	-12	0.9
O=C(O)c1cc(-c2ccccc2)n(-c2ccccc2C(=O)O)n1	1	1.1	1	-12	3	-0.43	1	3	0.9

Further records
SMILES	MT1-MMP txn act	CYP2C9 activ	CYP2C19 activ	CYP2C9 inh	CD11b adhes enh	PTK2B oligo ant	CYP2C19 inh	CD11b adhes inh	PLAP activator
CCCCOc1ccc(C(C)NC(=O)C2CCCN(S(=O)(=O)CC)C2)cc1 (centres undefined)	1.1	0.8	0.9	15	.	3.3	14	.	1.1
COC(=O)C(C)n1cnc2c(nnn2Cc2ccc(Cl)cc2)c1=O (centres undefined)	1	1.3	0.8	-26	-1	2	24	-25	0.9
COc1cc(NC(=O)c2cc3sccc3n2C)cc(OC)c1	2.1*	0.2	0.1	80*	-1	-0.85	86*	-4	0.9
Cc1cc2nc(SCC(=O)Nc3nonc3C)c3c(c2cc1C)CCCC3	1.2	0.9	0.9	8	2	0.3	10	34	1
CCOC(=O)COc1ccc(CCNC(C)=O)cc1	1.1	2.1*	1.1	-111	-1	0.23	-13	-7	1
COc1cccc(CN2C(=O)C3(C(C#N)=C(N)OC4=C3C(=O)CCC4)c3ccccc32)c1 (centres undefined)	1.1	0.3	0.8	66*	-1	0.42	23	0	1.4
COc1ccc(NC(=O)c2ccco2)cc1N	1.5	0.9	0.8	13	-4	-0.83	15	42	1.2
Cc1cc(=O)oc(C)c1C(=O)Nc1ccc2nsnc2c1	1.1	1	1.1	0	-2	1.1	-6	-14	0.8
COC(=O)C1=C(C)N(C)C(C)=C(C(=O)OC)C1c1ccccn1	1.1	0.2	0.7	82*	4	1.3	27	4	1.2
O=C(COc1ccc(-c2nnco2)cc1)N1CCN(S(=O)(=O)c2ccc3ccccc3c2)CC1	1.2	1.1	0.7	-7	0	0.63	29	12	1.3
CC(=O)Cc1nsc(NC(=O)C2Cc3ccccc3C(=O)O2)n1 (centres undefined)	1.1	1.1	1	-5	0	.	-3	-4	1
Cc1cccc2cc(CN(Cc3ccccc3)C(=O)c3cccc(F)c3)c(Cl)nc12	.	0.4	0.6	62*	-4	-1.7	42	10	1.1

Source: PubChem (Sanford-Burnham Center for Chemical Genomics)
